# DRD3 antagonist: qHTS of D3 Dopamine Receptor Antagonist: qHTS; D3R cells, DiscoveRx beta-arrestin luminescence, antagonist mode; hits give low values; max response, negative = inhibition, %; hit rate 2.5% among 360,000; in the data active = max response below about -50%; inconclusive = no clear call, values can overlap the other calls; also: % is scaled to controls: 0 for no effect and ±100 for the full control effect; mostly tested at two doses, the higher about 12 µM
# Target sequence (P35462 whole entry, looked up): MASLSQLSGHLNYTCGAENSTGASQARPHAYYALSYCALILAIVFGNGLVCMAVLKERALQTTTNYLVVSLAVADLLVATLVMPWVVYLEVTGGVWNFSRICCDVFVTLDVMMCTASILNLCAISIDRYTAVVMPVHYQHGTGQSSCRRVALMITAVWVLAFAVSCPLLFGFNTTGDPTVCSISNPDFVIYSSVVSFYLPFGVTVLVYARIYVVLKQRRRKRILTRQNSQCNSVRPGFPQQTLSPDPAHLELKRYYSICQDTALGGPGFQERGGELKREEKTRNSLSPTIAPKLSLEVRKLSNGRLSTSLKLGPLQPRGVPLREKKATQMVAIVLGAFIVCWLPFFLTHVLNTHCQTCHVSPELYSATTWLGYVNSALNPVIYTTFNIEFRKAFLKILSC
#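 Cells expressing the human receptor were seeded at 1500 cells/well, incubated overnight at 37 degrees C in 5% CO2, then exposed to library compounds with dopamine controls for 90 minutes at 37 degrees C before luminescent detection.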
# GLP-1R inv ag: qHTS of GLP-1 Receptor Inverse Agonists (Inhibition Mode). Potency, µM (doses to about 38.3 µM), inactives show at the top dose activity change, negative = inhibition, most hits filed as inhibitors. AID 624417, 2012. Glucagon-like peptide 1 receptor (Homo sapiens), P43220. HEK293 GLP-1R CRE-luciferase, luminescence, 24 h; GLP-1R form is constitutively active. hit rate 1.6% among 410,000; also: potency is read from the fitted curve at half-maximal effect; % is scaled to controls: 0 for no effect and ±100 for the full control effect; nearly all actives have a fitted effect of over 55% in size
#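 Inverse agonists were sought by their lowering of basal cAMP reporter luciferase output in HEK293 cells stably carrying constitutively active human GLP-1R, after 24 h compound treatment.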
# PTHR1 agonist: qHTS for PTHR1 Agonists: Primary Screen. HEK293 GP2 PTHR1 cells, GloSensor cAMP luminescence, 1 h. Potency, µM (titrated, usually from 115 µM), for inactives: top-dose activation, hits mostly activators. hit rate 0.075% among 410,000; also: potency is read from the fitted curve at half-maximal effect; nearly all actives have a fitted effect of over 55% in size; some results filed as inactive show a strong effect at the top dose; inactives centre near -15; many of its hits are not listed in these tables
# Target sequence (Q03431 whole entry, looked up): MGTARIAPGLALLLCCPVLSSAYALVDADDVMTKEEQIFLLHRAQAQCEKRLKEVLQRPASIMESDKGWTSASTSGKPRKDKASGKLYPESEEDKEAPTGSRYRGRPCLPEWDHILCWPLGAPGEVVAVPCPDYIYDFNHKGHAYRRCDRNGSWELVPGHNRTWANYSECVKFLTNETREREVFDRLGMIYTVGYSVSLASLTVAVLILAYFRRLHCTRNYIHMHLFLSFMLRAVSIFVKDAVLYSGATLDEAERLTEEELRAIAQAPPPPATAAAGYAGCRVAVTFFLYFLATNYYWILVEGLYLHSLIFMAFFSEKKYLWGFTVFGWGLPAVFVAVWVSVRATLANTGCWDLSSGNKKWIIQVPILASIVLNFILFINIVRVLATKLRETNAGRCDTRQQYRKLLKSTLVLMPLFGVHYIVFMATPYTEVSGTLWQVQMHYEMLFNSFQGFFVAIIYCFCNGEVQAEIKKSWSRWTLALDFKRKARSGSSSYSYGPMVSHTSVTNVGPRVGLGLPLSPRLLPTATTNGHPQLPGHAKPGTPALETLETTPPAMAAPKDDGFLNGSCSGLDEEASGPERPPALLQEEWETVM
#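 HEK-293-derived GP2 cells expressing PTHR1 and a GloSensor cAMP reporter, 3,000/well, plated overnight, given luciferin plus IBMX (each 0.5 mM as added) for 1 h at 37 °C, then compound for 1 h at 37 °C. Luminescence was read after 15 min at room temperature.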
# KB-V1 cytotox: qHTS assay for MDR1-selective chemotherapeutics: Primary screen using the drug-selected MDR subline cells KB-V1. KB-V1 MDR cells viability, CellTiter-Glo, 72 h. Potency, µM (top dose mostly 46.1 µM), for inactives: top-dose activity change, negative = cytotoxicity, hits mostly cytotoxic. hit rate 3.4% among 400,000; also: potency is read from the fitted curve at half-maximal effect; % is scaled to controls: 0 for no effect and ±100 for the full control effect; nearly all actives have a fitted effect of over 60% in size
#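 Cells of the MDR subline KB-V1 are plated, dosed with compound at multiple concentrations, and incubated 72 h at 37 degrees C; CellTiter-Glo is then added and luminescence read after 10 min.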
# D3 ag: qHTS of D3 Dopamine Receptor Agonist: qHTS; D3R DiscoveRx beta-arrestin cells, luminescence, 90 min; max activation, %; hit rate 0.58% among 410,000; AID 652048, 2013; in the data active = max activation above about 30%; also: 0% is about no effect; mostly tested at two doses, the higher about 12 µM
#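 Cells at 1500/well, incubated overnight, then treated with pinned compounds (dopamine as control) for 90 min at 37 degrees C. DiscoveRx reagent added for 30 - 60 minutes at room temperature; luminescence read.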
# GLP1R ag: qHTS of GLP-1 Receptor Agonists; Glucagon-like peptide 1 receptor (Homo sapiens), P43220; HEK293 GLP-1R CRE-luciferase, luminescence, 4-6 h; cells express a hypersensitive GLP-1R form; Potency, µM (doses to about 45.6 µM), for inactives: at the highest dose activation, actives largely listed as activators; hit rate 0.007% among 380,000; AID 624172, 2012; also: potency is read from the fitted curve at half-maximal effect; % of control where 0% means no effect
# TDP43 rescue: qHTS of TDP-43 Inhibitors; TDP-43 expressing yeast growth rescue, BacTiter-Glo, 24 h; Potency, µM (top dose mostly 46.1 µM), without a hit: at the top dose growth rescue (activation), most hits filed as activators; hit rate 1.8% among 410,000; AID 652104, 2013; also: potency is read from the fitted curve at half-maximal effect; % of control where 0% means no effect; nearly all actives have a fitted effect of over 50% in size
#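 Readout is BacTiter-Glo luminescence of cell growth, so inhibitors register as activators. TDP-43-expressing yeast at OD600=0.02 in galactose medium, after raffinose pregrowth to mid-log, were incubated with compound for 24 hr at 30 deg C.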
# HEK293 tox: qHTS of GLP-1 Receptor Inverse Agonists: Cytotox Screen; Potency, µM (highest dose often 38.3 µM), for inactives: at the highest dose activity change, negative = inhibition, hits mostly inhibitors; AID 624418, 2012; hit rate 0.13% among 410,000; HEK293 cAMP-luciferase reporter cells, luminescence, 24 h;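 also: loss of luciferase light is scored as toxicity; potency is read from the fitted curve at half-maximal effect; % is scaled to controls: 0 for no effect and ±100 for the full control effect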
#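 Compound-treated cells are incubated 24 hr at 37 deg C under 5% CO2 after a 12 hour attachment period, then luciferase detection reagent is added and luminescence is measured following 12 min at room temperature; lowered signal indicates toxicity.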
# aSyn yeast inh: qHTS of alpha-syn Inhibitors; Potency, µM (top dose mostly 46.1 µM), without a hit: at the highest dose growth rescue (activation), actives largely listed as activators; AID 652106, 2013; hit rate 0.14% among 370,000; Yeast expressing alpha-synuclein, growth rescue, BacTiter-Glo, 24 h; also: potency is read from the fitted curve at half-maximal effect; % of control where 0% means no effect; nearly all actives have a fitted effect of over 65% in size
#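 Readout is rescue of growth in alpha-synuclein-expressing yeast, so inhibitors of toxicity appear as activators. Growth after 24 hr at 30 deg C in galactose medium is quantified by luminescence.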
# An asterisk follows results filed as active; i = inactive; ? = inconclusive; . = not tested or not shown; & = joins results of further samples; [ ] = another dose, or the depositor's remark. Unless noted, calls follow the shape of the dose curve; as a rule, active = well fitted curve in the direction sought with a large enough effect; inconclusive = small, poorly fitted or top-dose-only effect, or another doubt; inactive = no such curve, though single readings can be large; an effect the other way counts as inactive or inconclusive.
mol	DRD3 antagonist	GLP-1R inv ag	PTHR1 agonist	KB-V1 cytotox	D3 ag	GLP1R ag	TDP43 rescue	HEK293 tox	aSyn yeast inh
COc1cc(N=Cc2c(O)[nH]c3ccccc23)cc(OC)c1OC	54	-23%	i	4.1µM*	2	-1%	0%	-28%	0%
CC(=O)C1CCC2C3CCC4=CC(=O)C=CC4(C)C3CCC12C (stereo unspecified)	-3	77%[activator]	-16%	?	5	18%	-21%	-6%	-6%
CN(c1ccccc1)S(=O)(=O)c1ccc(NC(=O)c2nc(S(C)(=O)=O)ncc2Cl)cc1	-108*	?	-56%&-95%[inhibitor]	?	-22&-30	-5%	18%&21%	?	5%
CC1CN(S(=O)(=O)c2cccc(C(F)(F)F)c2)CN1C(=O)N1CCOCC1 (stereo unspecified)	10	8%	-1%	3%	7	5%	7%	8%	-4%
COc1cccc(CC(=O)OCC(=O)Nc2c(C)nn(-c3ccccc3)c2C)c1	6	5%	-6%	14%	8	8%	-3%	-1%	1%
COc1ccc(NC(=O)c2cc(-c3ccc(OC)c(OC)c3)on2)cc1OC	17	0%	i	-17%	-1	19%	-7%	7%	0%
CC1=Nc2ccccc2/C1=C/c1sc(=O)n(CC(=O)N2CCCC2)c1O	-7	-2%	-51%[inhibitor]	-17%	-1	2%	6%	-18%	-6%
O=C(c1ccccc1)N(c1ccccc1)C1C=CS(=O)(=O)C1 (stereo unspecified)	11	11%	0%	-15%	6	-5%	21%	1%	2%
COc1ccc(Nc2nc(-c3cccs3)cs2)c(OC)c1	-51*	-2%	-35%[inhibitor]	-6%	-5	-1%	13µM*	6%	.
Fc1cccc(Cc2noc(CN3CCC(c4ccncc4)CC3)n2)c1	14	-59%	i	-28%	-3	2%	11%	3%	6%
COc1ccc(C(=O)OC2CCCCC2CN(C)C)cc1 (stereo unspecified)	-6	0%	i	0%	1	-2%	19%	1%	-1%
O=C(NS(=O)(=O)Oc1ccc(F)c(Cl)c1)OC[C@@H]1CCCN2CCCCC12 (stereo partly specified)	8	6%	i	20%	3	8%	-18%[9.22 µM]	6%	0%
CCCCN1C2=C(C(=O)CCC2)C(c2ccc(Cl)c(Cl)c2)C2=C1c1ccccc1C2=O (stereo unspecified)	?	1%	-17%[57.5 µM]	-28%	8	-2%	7%	0%	-3%
Cc1ccc(S(=O)(=O)N(Cc2ccccc2F)C(=O)N2CCN(C)CC2)cc1	25	15%	-2%	23%	-3	-12%	-17%	2%	2%
Cc1ccc2c(c1)oc(=O)n2CC(=O)c1ccccc1	4	?	-15%	12%	6	1%	24%	1%	-2%
N#Cc1nc(COc2ccc(Cl)cc2Cl)oc1N1CCOCC1	-20	0%	-7%[57.5 µM]	-11%	10	16%	?	0%	4%
CCOC(=O)c1ccc(N2CCN(c3cccc(OC)c3)CC2)c(NC(=O)Nc2ccc(OCC)cc2)c1	.	5%	-2%	.	-13	.	-5%	-12%	.
CCN(CC)CCN(CC)Cc1ccccc1Br	?	28%	i	?	-7	-6%	-23%	-13%	-7%
COc1cc(N(C(C)=O)c2ccc(O)cc2)c2ncccc2c1	5	18%	i	1%	7	-1%	16%	4%	-5%
Cc1sc(NC(=O)C2CCCO2)c(C#N)c1C (stereo unspecified)	9	12%	-37%[inhibitor][57.5 µM]	11%	-14	13%	-1%	3%	-5%
COc1cc(/C=N/NC(=O)Cc2ccccc2)cc(OC)c1OC	14	8%	-1%	5%	-8	2%	-3%	9%	1%
C=CCSc1nnc2c(n1)OC(c1ccco1)Nc1ccccc1-2 (stereo unspecified)	1	21%	i	7%	5	0%	19%	2%	-4%
COc1ccc(N2C(=O)CN=C2Nc2nc(C)cc(C)n2)cc1OC	-14	12%	-7%[57.5 µM]	-1%	6	-6%	-25%	-8%	0%
CC1(C)CC(=O)C=C(c2n[nH]nc2-c2ccc(F)c(F)c2)C1	6	13%	-9%	1%	0	9%	28%	1%	4%
COC(=O)CCCCCCCCC(=O)Nc1nc2ccccc2s1	17	-18%	-27%[57.5 µM]	8%	7	-4%	-10%	0%	1%
CCCCCCCc1nn2c(=O)cc(O)nc2s1	18	14%	-25%	3%	7	2%	-25%	12%	-4%
CCN(CCNC(=O)C1CCN(S(=O)(=O)c2c(C)noc2C)CC1)c1ccccc1	-20	?	i	-23%	-13	7%	-1%	-6%	0%
Cc1ccc(-c2[nH]nc3c2C(c2ccsc2)C(C#N)=C(N)O3)cc1 (stereo unspecified)	-7	9%	-3%[57.5 µM]	-1%	-1	8%	0%	-21%	-1%
COc1ccc(C(=O)CSC2=C(C#N)C3(CCCCC3)C(C#N)=C(N)N2)cc1	31	-9%	-6%[57.5 µM]	-5%	8	-11%	-3%	-1%	-7%
COc1ccccc1CNC(=O)CCCN1C(=O)CCn2nc(-c3cn(C)c4ccccc34)cc21	.	-28%	9%	-10%	-2	.	?	-18%	.
CC(C)[C@H](NS(=O)(=O)c1ccc2c(c1)OCCO2)C(=O)OCC(=O)Nc1ccccc1Cl	-9	?	i	6%	1	1%	12%	-13%	2%
O=c1c(C(c2ccc(Br)cc2)c2c(O)nc3n(c2=O)CCCS3)c(O)nc2n1CCCS2	-3	14%	-11%	2%	0	9%	-6%	-1%	2%
COc1ccccc1CNC(=O)C(=O)NCC1CCCO1 (stereo unspecified)	-9	2%	i	-2%	2	-3%	7%	14%	0%
S=C(NC1CCCCC1)N1CCOCCOCCN(C(=S)NC2CCCCC2)CCOCC1	-14	9%	-11%	-27%	-10	10%	-5%	4%	-2%
CN(CC1CCCO1)S(=O)(=O)c1ccc(C(=O)NCc2ccccc2)cc1 (stereo unspecified)	-4	-4%	i	0%	-3	8%	0%	-2%	12%
Clc1ccc(C2=NNC(=NCc3ccc4c(c3)OCO4)SC2)cc1	-14	-2%	-3%	21µM*	0	3%	0%	11%	5%
Cc1ccc2nc(N(Cc3cccnc3)C(=O)c3ccco3)sc2c1	.	7%	-37%[inhibitor]	.	-4	.	0%	-10%	.
CCN1CCN(c2ncc3c(n2)CCN(Cc2cc(F)cc(F)c2)C3)CC1	.	?	-6%	?	-13	.	24%	-27%	.
CC(=O)c1ccc(N2CCN(C(=O)c3ccc(Cl)c(S(=O)(=O)NC4CC4)c3)CC2)c(F)c1	0	-4%	-54%	7%	2	-1%	0%	6%	-1%
C=CCNC(=O)c1c(CS(=O)(=O)c2ccccc2)noc1C(=O)NCc1ccccc1	-25	-1%	i	0%	1	-1%	22%	2%	2%
COc1ccc(NC2=CC(c3ccc(OC)c(OC)c3)N(c3ccc(OC)cc3)C2=O)cc1 (stereo unspecified)	0	14%	-22%	?	-5	18%	2%	3%	1%
N#CCCN1CCN(C(=S)c2ccc(-c3ccc(Cl)cc3)o2)CC1	?	-11%	i	-13%	-4	10%	13µM*	-27%	7%
O=C(Cn1cncc1-c1ccc([N+](=O)[O-])cc1)Nc1cccc2ccccc12	?	22%	i	-3%	-2	-28%	-11%	11%	1%
Nc1[nH]c(C(=O)c2ccccc2)c(-c2ccc(Br)cc2)c1C(=O)c1cccs1	-4	6%	-8%	-10%	-4	-4%	7%	-1%	0%
Cc1ccc(C(=O)CCC(=O)Nc2ccc(C)cc2C)cc1	.	9%	i	3%	0	.	16%	10%	.
OCC[C@@H]1C[C@H](O)[C@@H](O)[C@]2(Cc3ccccc3O2)O1	-21	-2%	i	0%	5	0%	13%	-2%	-5%
COc1ccc(NC(=O)CN(C)C(=O)CSc2ccc3c(c2)OCCO3)cc1	-1	-1%	i	15%	0	7%	-4%	-9%	0%
CCCCCCn1cc(CN2CC(N3CCCC3)CS2(=O)=O)nn1 (stereo unspecified)	20	9%	-19%	?	7	-1%	17%	10%	2%

# Retrieved by structure from the entries so far (three):
mol	DRD3 antagonist	GLP-1R inv ag	PTHR1 agonist	KB-V1 cytotox	D3 ag	GLP1R ag	TDP43 rescue	HEK293 tox	aSyn yeast inh
OCC[C@@H]1C[C@H](O)[C@@H](O)[C@]2(Cc3ccccc3O2)O1	-21	-2%	i	0%	5	0%	13%	-2%	-5%
N#CCCN1CCN(C(=S)c2ccc(-c3ccc(Cl)cc3)o2)CC1	?	-11%	i	-13%	-4	10%	13µM*	-27%	7%
Cc1ccc(C(=O)CCC(=O)Nc2ccc(C)cc2C)cc1	.	9%	i	3%	0	.	16%	10%	.

# Remaining list, next part:
mol	DRD3 antagonist	GLP-1R inv ag	PTHR1 agonist	KB-V1 cytotox	D3 ag	GLP1R ag	TDP43 rescue	HEK293 tox	aSyn yeast inh
CC(C)C(NC(=O)C1CCCCC1)C(=O)NC1CCCC(C)C1C (stereo unspecified)	-10	-15%	-4%	-6%	-10	8%	-6%	17%	-5%
Cc1ccc(S(=O)(=O)N2CCC(=O)N([C@H](COCc3ccc(Cl)cc3)C(C)C)CC2)cc1	-23	?	-13%	?	0	-4%	?	-17%	14%
CCc1cccc(CC)c1NC(=O)c1c(C)oc2ccc(O)c(CN3CCN(C)CC3)c12	.	-9%	i	24%	-18	.	18%	2%	.
O=C(c1ccccc1F)N1CCN(Cc2nc3sc4c(c3c(=O)[nH]2)CCCC4)CC1	-6	-20%	-20%	?	7	13%	4%	9%	0%
O=C1NC[C@H](Cc2ccccc2)N(CC2CCN(CCCCc3ccccc3)CC2)C1=O	-50*	8%	i	16%	-46	5%	-1%	-3%	1%

# Screens deposited in PubChem by National Center for Advancing Translational Sciences (NCATS).

# The list is partial. The share of hits here may be higher or lower than overall.
